F508del corr: correctors of CFTR F508del function in bronchial epithelial cells; CFBE cells, YFP halide quenching; stimulated with forskolin plus potentiator P3; % fluorescence drop versus neutral controls; activity (quench increase), % at 7.58 µM; actives 0.36% (n = 350,000); AID 720511;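 active means mean added fluorescence quench of at least 8% versus neutral control, with both replicates also reaching 8%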;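 further: cells transiently co-express mutant CFTR-F508del with the halide-sensitive YFP; corrector assay measuring rescue of mutant channel to the surface after 24 h compound exposure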
XiGFP reactiv: activators of X-chromosome reactivation in mouse fibroblasts. XiGFP mouse fibroblasts, % GFP-positive cells imaging, 3 d; cells co-treated with 5-aza-dC sensitizer; scaled so ellipticine positive control = 100%. activation, % at 7.58 µM. actives 0.055% (n = 360,000);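 active means mean normalized replicate activation at least 10% and every replicate at or above 10%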;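 further: 0% = median of on-plate neutral control wells and 100% = ellipticine 6 µM median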
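Assay system: SV40-immortalized XiGFP fibroblast cells, line 68-5-11; buffer or medium: DMEM plus 5-aza-dC sensitizer; compound: one concentration, pinned; timing: compounds 3 days, fix/stain 15 min at room temperature; benchmarks: positive control ellipticine, 6 µM final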
Casp6 inh: inhibitors of human caspase-6. P55212. purified caspase-6, Z-VEID-R110 cleavage fluorescence. inhibition, % at 12.5 µM. actives 0.53% (n = 350,000). AID 686996;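 active means mean inhibition across replicates at least about 35%, with every replicate also reaching that limit, limit read from the data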;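 further: 0% = median of neutral control wells and 100% = no fluorescence left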
Target sequence (P55212 24-179 limits assumed): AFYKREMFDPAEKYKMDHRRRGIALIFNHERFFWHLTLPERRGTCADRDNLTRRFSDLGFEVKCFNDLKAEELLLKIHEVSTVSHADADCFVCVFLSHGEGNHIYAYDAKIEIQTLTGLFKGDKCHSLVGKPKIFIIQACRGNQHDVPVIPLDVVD
Target sequence (P55212 194-293 limits assumed): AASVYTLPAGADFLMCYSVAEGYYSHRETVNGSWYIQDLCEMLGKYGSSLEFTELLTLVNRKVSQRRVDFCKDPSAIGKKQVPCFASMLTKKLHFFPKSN
RAD52 anneal inh: inhibitors of human RAD52 DNA annealing; P43351; recombinant RAD52 DNA annealing, FRET fluorescence; inhibition, % at 18.7 µM; actives 0.46% (n = 360,000); AID 651710;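 active means every replicate showing at least 50% inhibition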
GSIS activator: GLuc luminescence reporter in INS-1E cells, primary screen for activators of glucose-dependent secretion of insulin; INS-1E GLuc reporter insulin secretion, 2-3 h; activation, % at 16.6 µM; actives 0.61% (n = 370,000);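 active means lowest replicate activation of at least 40%, so every replicate reaches that level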;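 further: 0% = median of neutral control wells and 100% = median of IBMX positive control wells; some compounds called inactive have numbers as strong as hits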
DENV2 CPE: protects cells from dengue virus 2 cytopathic effect. actives 1.7% (n = 350,000). CPE inhibition, % at 9.99 µM. AID 651640. DENV2-infected cells, cytopathic effect rescue, plate reader; in the data active means CPE inhibition above about 20%, passing the limit was not always enough; tested in BHK-21 cells;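 further: 0% = median of neutral control wells and 100% = median of positive control wells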
RAD54 inh: blocks human RAD54 Holliday junction branch migration; FAM/BHQ fluorescence; Q92698; actives 0.14% (n = 360,000); inhibition, % at 10.4 µM; AID 602329;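 active means mean normalized replicate activity at least 40 and at least half of replicates scoring 40 or more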;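 further: 0% = median of neutral control wells and 100% = median of positive control wells; inhibitors cause a drop in the FAM fluorescence signal; in these data hits start at about 50%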
E-selectin induc: induces E-selectin expression in human endothelial cells. P16581. HUVEC E-selectin immunofluorescence imaging; normalized: neutral wells 0, TNF-alpha wells 100. activation, % at 7.58 µM. actives 0.37% (n = 260,000). AID 686992;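 active means mean E-selectin-positive cell signal at least 10% of the positive control, reached in at least 60% of replicates, without over 20% cell loss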;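 further: in these data hits start at about 27%; measured in HUVEC primary endothelial cells; signal is the percent of cells scored E-selectin positive by PE staining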
Target sequence (P16581 whole entry, looked up): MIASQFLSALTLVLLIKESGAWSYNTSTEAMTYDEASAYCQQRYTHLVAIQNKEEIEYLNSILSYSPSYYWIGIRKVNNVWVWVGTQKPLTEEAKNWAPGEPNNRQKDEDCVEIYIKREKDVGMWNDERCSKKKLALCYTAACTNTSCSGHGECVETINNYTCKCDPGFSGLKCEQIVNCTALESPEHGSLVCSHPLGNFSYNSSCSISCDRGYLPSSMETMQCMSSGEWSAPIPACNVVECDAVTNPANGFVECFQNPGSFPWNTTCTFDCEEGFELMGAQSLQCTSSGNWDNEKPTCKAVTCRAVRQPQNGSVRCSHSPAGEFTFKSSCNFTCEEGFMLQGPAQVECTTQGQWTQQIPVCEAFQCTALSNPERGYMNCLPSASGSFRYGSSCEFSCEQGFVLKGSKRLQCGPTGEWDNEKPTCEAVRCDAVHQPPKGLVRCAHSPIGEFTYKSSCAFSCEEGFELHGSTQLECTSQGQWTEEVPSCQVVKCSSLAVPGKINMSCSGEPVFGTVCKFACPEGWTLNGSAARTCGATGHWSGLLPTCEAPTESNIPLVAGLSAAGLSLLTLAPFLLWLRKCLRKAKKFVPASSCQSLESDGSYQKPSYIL
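Material: HUVEC primary endothelial cells; Amount: 3,000 cells per well; Dosing: single concentration; Medium: EGM-2 growth medium on 0.1% gelatin-coated wells; Read-out basis: percent E-selectin-positive cells; Signal: immunofluorescence imaging; Control set: TNF-alpha, DMSO.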
* = called active by the depositor; . = not tested or not shown; & = joins results of further samples; ! = repeats disagree.

cpd	canonical_smiles	DENV2 CPE	GSIS activator	F508del corr	RAD54 inh	XiGFP reactiv	E-selectin induc	Casp6 inh	RAD52 anneal inh
1	COc1cc(C(=O)N/N=C(\C)c2ccccn2)cc(OC)c1OC	4	13	1.1	0	0.0	-0.1	7	-29
2	COc1ccc2c(c1)O/C(=C\c1ccco1)C2=O	3	-19	-0.8	6	-0.1	.	22	-16
3	Cc1cc(C)cc(C(=O)NCCCc2ccccc2)c1	-4	-33	0.6	.	0.0	.	0	-5
4	O=C(COc1ccc(/C=N/NC(=O)c2ccccc2Br)cc1)Nc1ccccc1	0	-3	-1.0	-9	0.0	.	0	-9
5	COc1ccc(-c2cc(CNc3nc(NC(C)C)nc4cc(-c5ccccc5)sc34)on2)cc1	-10	2	-2.5	-1	0.5	1.1	4	-12
6	COCC(=O)N1C[C@H](C)[C@@H](OC)CN(C)C(=O)c2cc(NC(=O)c3ccc(OC)cc3)ccc2OC[C@@H]1C	-5	-2	1.1	7	-0.1	1.2	-1	-1
7	Cc1cccc2sc(NC(=O)C3CCN(S(=O)(=O)c4cc([N+](=O)[O-])ccc4Cl)CC3)nc12	-11	-1	3.0	.	0.0	.	26	-11
8	Cc1ccc(C(=O)NCc2ccncc2)cc1S(=O)(=O)N1CCOCC1	3	5	-1.8	-4	0.1	.	-2	-48
9	COc1ccccc1NC(=O)CN(C)S(=O)(=O)c1cccc2cccnc12	-2	20	-0.5	-5	0.0	.	-6	-9
10	O=C(CCN1CCCCC1)NCC[C@@H]1CC[C@H](NC(=O)C2CCCC2)[C@H](CO)O1	-1	-1	-1.5	1	-0.3	0.1	0	-6

Other structures
cpd	canonical_smiles	DENV2 CPE	GSIS activator	F508del corr	RAD54 inh	XiGFP reactiv	E-selectin induc	Casp6 inh	RAD52 anneal inh
11	COc1ccc(C(=O)Nc2ccc(S(=O)(=O)NC(C)(C)C)cc2)cc1[N+](=O)[O-]	.	-14	5.8	.	0.0	0.1	3	-4
12	Cc1noc(C)c1S(=O)(=O)N(C)C[C@H]1OCCCC[C@@H](C)Oc2ccc(NC(=O)Nc3ccccc3)cc2C(=O)N([C@H](C)CO)C[C@@H]1C	9	1	-0.2	-6	0.4	-0.1	-1	-19
13	CCOc1cccc(/C=C(\C#N)C(=O)NC2CC2)c1	16	3	1.8	1	0.1	.	0	-8
14	Cc1cc(C)n(-c2n[nH]c(=O)c3ccccc23)n1	1	-5	0.8	-4	0.0	7.5	-1	-20
15	CCCNC(=O)Nc1ccc2c(c1)C(=O)N(C)[C@@H]1CC[C@@H](CC(=O)NCCCN(C)C)O[C@H]1CO2	-2	-27	-1.8	-4	0.2	0.0	0	5
16	O=C1C=C(c2cccc(CO)c2)C[C@@H](c2ccc(F)cc2)C1	3	-3	0.4	-13	0.0	0.1	-1	-28
17	CCn1c(SCC(=O)NC2CCCC2)nnc1-c1ccccn1	5	9	-3.2	12	0.0	-0.3	-1	-16
18	CCCCC1=C(C(=O)OCC)C(C(=O)OCC)Oc2ccccc21 (stereo not given)	-5	19	-0.6	1	0.1	.	-2	-25
19	O=C(NCCCO)C(=O)Nc1cc2c3c(c1)CCC(=O)N3CCC2	0	13	-2.2	7	-0.1	.	-2	-8
20	COC(=O)CNC(c1ccccc1)c1cc(Br)ccc1NC(C)=O (stereo not given)	7	-6	2.9	.	0.0	0.1	1	-24

Additional results
cpd	canonical_smiles	DENV2 CPE	GSIS activator	F508del corr	RAD54 inh	XiGFP reactiv	E-selectin induc	Casp6 inh	RAD52 anneal inh
21	c1ccc(Cc2cnc(N3CCN(Cc4cccc(-c5ccsc5)n4)CC3)nc2)cc1	-4	.	-3.1	.	0.2	-0.4	-2	-16
22	O=C1NC(=O)/C(=C\c2ccc(N3CCOCC3)o2)N1	1	-3	-3.7	.	0.1	-0.6	.	-90
23	CCCc1nc2c([nH]1)c(=O)n(C)c(=O)n2C	0	-10	-7.1	3	0.2	0.1	.	-3
24	Cn1cccc1/C=C(\C#N)C(N)=S	2	-6	1.5	-5	0.0	2.0	0	-18
25	C[C@H]1CN([C@@H](C)CO)C(=O)c2cc(NC(=O)C3CCCCC3)ccc2O[C@H]1CN(C)Cc1ccc(C(=O)Nc2ccccc2N)cc1	-2	-12	-0.7	2	1.5	29*	-2	12
26	COc1ccc(-n2c(SCC(=O)O)nc3sc4c(c3c2=O)CCCC4)cc1	1	4	1.1	4	0.0	0.3	2	-34
27	CCN1C(=O)C(O)(CC(=O)C(C)(C)C)c2cc(Br)ccc21 (stereo not given)	-5	7	.	.	0.0	3.0	5	-12
28	CO[C@@H]1CN(C)C(=O)c2cc(NC(=O)NC3CCCCC3)ccc2OC[C@H](C)N(C)C[C@H]1C	.	7	0.3	5	0.1	0.1	.	-13
29	COc1ccc(C(=O)NNC(=O)C(NC(=O)c2ccccc2NC(=O)c2ccco2)C(C)C)cc1 (stereo not given)	0	-5	3.6	.	-0.1	.	-1	-16
30	N#Cc1cc2c([nH]c1=O)CCCC2	.	19	1.1	-4	0.0	0.0	3	2

Complete entries as entered above.
CCCc1nc2c([nH]1)c(=O)n(C)c(=O)n2C is entered as DENV2 CPE: 0; GSIS activator: -10; F508del corr: -7.1; RAD54 inh: 3; XiGFP reactiv: 0.2; E-selectin induc: 0.1; Casp6 inh: .; RAD52 anneal inh: -3
Cn1cccc1/C=C(\C#N)C(N)=S is entered as DENV2 CPE: 2; GSIS activator: -6; F508del corr: 1.5; RAD54 inh: -5; XiGFP reactiv: 0.0; E-selectin induc: 2.0; Casp6 inh: 0; RAD52 anneal inh: -18

Following part.
cpd	canonical_smiles	DENV2 CPE	GSIS activator	F508del corr	RAD54 inh	XiGFP reactiv	E-selectin induc	Casp6 inh	RAD52 anneal inh
31	CC(C)CCNC(=O)C1C2C=CC3(CN(Cc4ccccc4Cl)C(=O)C13)O2 (stereo not given)	-8	-1	-0.6	3	-0.1	0.1	-2	-11
32	C[C@@H]1CN([C@@H](C)CO)C(=O)c2cc(C#CCN(C)C)cnc2O[C@H]1CN(C)Cc1ccc(-c2ccccc2)cc1	-3&13	13	9.2*!	6&0	0.2	0.2	-25&0	10&-13
33	O=C1CCC(C(=O)N2CCN(c3ccccc3)CC2)CN1Cc1ccc(Cl)cc1 (stereo not given)	3	-17	1.6	.	0.1	-0.1	0	-12
34	O=C1Nc2ccc3sc4ccccc4c3c2C1=O	-2	.	-0.9	11	0.0	0.0	3	-3
35	C[C@@H]1CCCCO[C@H](CN(C)S(=O)(=O)c2cn(C)cn2)[C@H](C)CN([C@H](C)CO)C(=O)c2cc(NC(=O)CCCN(C)C)ccc2O1	-7	36	-0.4	-1	0.1	0.0	-6	-7
36	CCCCNC(=O)CN1C(=O)NC(CCc2ccccc2)C1=O (stereo not given)	-3	.	-3.3	.	-0.1	1.7	0	-12
37	CN1CCN(C(=O)C[C@H]2C[C@H]3c4cc(NC(=O)Cc5ccncc5)ccc4O[C@H]3[C@@H](CO)O2)CC1	-7	1	-1.9	19	0.0	-0.3	-1	-2
38	O=C(Nc1ccc(Cl)cc1)N[C@H]1CC[C@H](CCn2cc(C3(O)CCCC3)nn2)O[C@@H]1CO	2	-7	-0.6	-10	-0.9	-0.6	-1	3
39	O=C(O)/C=C/c1ccc(Oc2ncccn2)cc1	-2	2	0.4	0	0.0	0.0	0	-8
40	COc1ccc(C(CC(=O)c2ccc(C)cc2)Sc2ccccc2N)cc1 (stereo not given)	-5	-5	1.8	-11	0.0	0.6	.	-15

Later entries.
cpd	canonical_smiles	DENV2 CPE	GSIS activator	F508del corr	RAD54 inh	XiGFP reactiv	E-selectin induc	Casp6 inh	RAD52 anneal inh
41	Nc1nc(NCCN2CCOCC2)nc(NCc2ccccc2)c1[N+](=O)[O-]	4	9	-0.4	8	-0.1	0.3	1	-1
42	N#CCCn1cc(C(=O)NCc2ccccc2)c(-c2cccs2)n1	-4	-4	-0.8	-5	0.0	0.0	-2	-17
43	C[C@H]1CN([C@@H](C)CO)C(=O)Cc2cc(NS(=O)(=O)c3ccc(Cl)cc3)ccc2O[C@H]1CN(C)Cc1ccncc1	3	8	0.8	-1	0.6	-9.6	-1	6
44	CCOC(=O)c1nnn(-c2nonc2N)c1CSc1nnc(N)s1	2	-17	-0.4	.	0.0	-0.3	-3	-11
45	CC(C)NC(=O)N(C)C[C@H]1Oc2c(NS(=O)(=O)c3ccc(Cl)cc3)cccc2C(=O)N([C@H](C)CO)C[C@H]1C	7	4	1.0	2	-0.9	.	-2	-1
46	Cc1c(CN2CCC(Oc3ccc(C(=O)N4CCCCC4)cc3)CC2)cnn1C	7	10	-2.4	3	0.2	-1.6	-3	-20
47	C[C@H]1CCCCO[C@@H](CN(C)CC2CCCCC2)[C@@H](C)CN([C@@H](C)CO)C(=O)c2cc(NC(=O)Nc3ccc4c(c3)OCO4)ccc2O1	-1	-20	3.4	-2	-0.1	0.0	-3	14
48	COc1ccc2c(Cl)cc(NC(=O)Nc3c(C)cccc3C)nc2c1	-18	.	3.1	-6	0.0	.	0	-9
49	CCOC(=O)c1sc(NC(=O)CN2C(=O)NC3(CC(C)CC(C)(C)C3)C2=O)cc1C (stereo not given)	9	-45	2.0	.	-0.1	7.1	0	-2
50	CC1CCN(S(=O)(=O)c2ccc3nc(N4CCN(c5ccccc5)CC4)ccc3c2)CC1	-2	-6	-0.7	.	0.0	.	-2	-17
51	CN(C)/C=N/N(C)c1ncccc1[N+](=O)[O-]	-6	3	0.4	-1	0.0	0.0	2	-4

In the list so far, these contain an aryl methoxy group:
cpd	canonical_smiles	DENV2 CPE	GSIS activator	F508del corr	RAD54 inh	XiGFP reactiv	E-selectin induc	Casp6 inh	RAD52 anneal inh
1	COc1cc(C(=O)N/N=C(\C)c2ccccn2)cc(OC)c1OC	4	13	1.1	0	0.0	-0.1	7	-29
2	COc1ccc2c(c1)O/C(=C\c1ccco1)C2=O	3	-19	-0.8	6	-0.1	.	22	-16
5	COc1ccc(-c2cc(CNc3nc(NC(C)C)nc4cc(-c5ccccc5)sc34)on2)cc1	-10	2	-2.5	-1	0.5	1.1	4	-12
6	COCC(=O)N1C[C@H](C)[C@@H](OC)CN(C)C(=O)c2cc(NC(=O)c3ccc(OC)cc3)ccc2OC[C@@H]1C	-5	-2	1.1	7	-0.1	1.2	-1	-1
9	COc1ccccc1NC(=O)CN(C)S(=O)(=O)c1cccc2cccnc12	-2	20	-0.5	-5	0.0	.	-6	-9
11	COc1ccc(C(=O)Nc2ccc(S(=O)(=O)NC(C)(C)C)cc2)cc1[N+](=O)[O-]	.	-14	5.8	.	0.0	0.1	3	-4
26	COc1ccc(-n2c(SCC(=O)O)nc3sc4c(c3c2=O)CCCC4)cc1	1	4	1.1	4	0.0	0.3	2	-34
29	COc1ccc(C(=O)NNC(=O)C(NC(=O)c2ccccc2NC(=O)c2ccco2)C(C)C)cc1 (stereo not given)	0	-5	3.6	.	-0.1	.	-1	-16
40	COc1ccc(C(CC(=O)c2ccc(C)cc2)Sc2ccccc2N)cc1 (stereo not given)	-5	-5	1.8	-11	0.0	0.6	.	-15
48	COc1ccc2c(Cl)cc(NC(=O)Nc3c(C)cccc3C)nc2c1	-18	.	3.1	-6	0.0	.	0	-9

Screens deposited in PubChem by Broad Institute.
